Screening data as filed in PubChem.
UTI89 phage lysis – inhibition of K1F phage lysis, E. coli UTI89, bacterial capsule biogenesis inhibitors, alamar blue (AID 488966). E. coli UTI89 K1F phage lysis, alamar blue, 2 h; higher % means a stronger effect. inhibition, % at 100 µM; hits with a dose series show IC50 in µM. actives 0.02% (n = 340,000);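 active = phage lysis inhibition, versus mean bacterial control, above a set limit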;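 also: capsule biogenesis inhibitors block K1F phage lysis so surviving cells raise fluorescence; higher fluorescence means more inhibition of phage lysis; actives were called in the ten point dose series up to 300 µM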
Myeloid diff 2 – compounds promoting myeloid differentiation. AID 624256. calls only at 10 µM. actives 1% (n = 360,000). ER-HoxA9 myeloid progenitors, lysozyme-GFP differentiation, flow cytometry;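 active = normalized GFP-positive differentiation at or above the plate's own cutoff, the solvent-only control mean plus 3 SD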;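 also: cells exposed to compound for four days before flow analysis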
Myeloid diff 2 GFP+ MAC1+ % – recorded beside Myeloid diff 2, whose call it bears; GFP+ MAC1+ double positive, %; measured here: differentiation confirmed by MAC1 staining
Starred values were filed as active, the others as inactive; i = inactive; [ ] = remark or other dose. An excerpt. The share of hits here may be higher or lower than overall.

SMILES | UTI89 phage lysis | Myeloid diff 2 | Myeloid diff 2 GFP+ MAC1+ %
O=C(CN1C(=O)NC2(CCOc3ccccc32)C1=O)Nc1ccc(Br)cc1F (stereo unspecified) | 0.8%[50 µM] | i | 0.0
Cc1nc2ccccc2c(C(=O)O)c1-c1ccccn1 | -2.4% | i | 3.0
O=C(COc1cc(F)ccc1[N+](=O)[O-])Nc1ccc2c(c1)OCO2 | 0.4%[50 µM] | i | 0.4
COc1ccc(NC(=O)CN(C)C(=O)c2cccc(S(=O)(=O)Nc3ccccc3Cl)c2)cc1 | -1.8% | i | 0.7
N#CC(Cc1cc2ccccc2n1S(=O)(=O)c1ccccc1)OCc1ccccc1 (stereo unspecified) | 0.1% | i | 0.2
CN(CC(=O)Nc1ccccc1C(=O)NC1CC1)Cc1cccs1 | 0.5%[50 µM] | i | 0.4
O=C(COc1ccc(F)cc1)Nc1cc(S(=O)(=O)N2CCCCC2)ccc1N1CCCCC1 | 0.1%[50 µM] | i | 0.3
Nc1nc(NCCO)nc(NC2CCCCC2)c1[N+](=O)[O-] | 0.0% | i | 0.2
CCOC(=O)c1ccc(N2C=C(C(=O)OC)C(c3ccc(OC)c(O)c3)C(C(=O)OC)=C2)cc1 | 0.2% | i | 1.0
C=CCn1c(SCC(=O)NCc2ccco2)nnc1C1CCCCC1 | 0.6%[50 µM] | i | 1.3
CC1CCC(NC(=O)c2cccc(S(=O)(=O)NCc3ccccc3)c2)CC1 (stereo unspecified) | -0.1%[50 µM] | i | 1.1
O=C(c1cc(S(=O)(=O)N2CCOCC2)ccc1F)N1CCc2ccccc21 | 1.2%[50 µM] | i | 0.8

Next part (5 carried over from the part before).
SMILES | UTI89 phage lysis | Myeloid diff 2 | Myeloid diff 2 GFP+ MAC1+ %
Nc1nc(NCCO)nc(NC2CCCCC2)c1[N+](=O)[O-] | 0.0% | i | 0.2
CCOC(=O)c1ccc(N2C=C(C(=O)OC)C(c3ccc(OC)c(O)c3)C(C(=O)OC)=C2)cc1 | 0.2% | i | 1.0
C=CCn1c(SCC(=O)NCc2ccco2)nnc1C1CCCCC1 | 0.6%[50 µM] | i | 1.3
CC1CCC(NC(=O)c2cccc(S(=O)(=O)NCc3ccccc3)c2)CC1 (stereo unspecified) | -0.1%[50 µM] | i | 1.1
O=C(c1cc(S(=O)(=O)N2CCOCC2)ccc1F)N1CCc2ccccc21 | 1.2%[50 µM] | i | 0.8
Cc1ccccc1N1CC(C(=O)Nc2ccncc2)CC1=O (stereo unspecified) | 1.8%[50 µM] | i | 0.5
COc1ccc(N(C)S(=O)(=O)c2cccc(C(=O)OCC(=O)N3CC(C)CC(C)C3)c2)cc1 (stereo unspecified) | 1.0% | i | 0.5
CCc1ccc(S(=O)(=O)/N=C2\C=C(Nc3ccc(C(=O)O)cc3)C(=O)c3ccccc32)cc1 | -0.6% | i | 0.6
O=c1oc(Cl)c(Cl)c2ccccc12 | -4.4% | i | 1.6
O=C(Cc1cccs1)Nc1ccc(Cl)c(S(=O)(=O)N2CCOCC2)c1 | 1.4%[50 µM] | i | 1.5
CCN(C(=O)CSc1nnnn1C)C1CCS(=O)(=O)C1 (stereo unspecified) | 1.6%[50 µM] | i | 0.5
Nc1c(C(=O)CSc2nnc(N3CCOCC3)n2-c2cccc(F)c2)c(=O)[nH]c(=O)n1C1CC1 | 0.8%[50 µM] | i | 0.4
CN(C)Cc1cc(C(C)(C)C)cc(N2CCOCC2)c1O | 3.0% | i | 0.3
CC(Oc1ccc2c(-c3ccccc3)cc(=O)oc2c1)C(=O)N1CCOCC1 (stereo unspecified) | 0.7%[50 µM] | i | 0.4
CCNC(=O)C(=O)Nc1ccc2c(c1)N(S(=O)(=O)c1cccs1)CCC2 | 0.9%[50 µM] | i | 0.6
CCOc1ccccc1/C=N/Nc1nc(C)cc(=O)[nH]1 | 0.0% | i | 0.3
COc1cc2sc3ccc(C#Cc4ccccn4)cc3c(=O)c2cc1OC | 0.6% | i | 2.0
CN(CC(=O)Nc1ccc(F)c(F)c1F)C(=O)c1ccc(-n2cncn2)c([N+](=O)[O-])c1 | 0.5%[50 µM] | i | 0.6
COc1cccc(CC(=O)OCC(=O)NC2CCCC2)c1 | 0.9%[50 µM] | i | 0.4
Cc1ccc(C(=O)Nc2ccc(S(=O)(=O)NC3=NCCCCC3)cc2)cc1S(=O)(=O)N1CCOCC1 | 0.6%[50 µM] | i | 1.2
Cc1ccc(NC(=O)NC2OC(=O)c3ccccc32)cc1 (stereo unspecified) | -0.2% | i | 0.4
CC1CCCN(S(=O)(=O)CCNC(=O)c2ccc3c(c2)OCO3)C1 (stereo unspecified) | 2.0%[50 µM] | i | 1.0
COc1ccc(C(=O)Nc2ccc(N3CCOCC3)cc2)cc1S(=O)(=O)N1CCCC1 | 0.9%[50 µM] | i | 0.6
Cc1cccc(NS(=O)(=O)c2ccc(C)c(C(=O)NCCCN3CCOCC3)c2)c1 | 1.0%[50 µM] | i | 0.8
CC(=O)Nc1c(Cl)cc(Cl)c2c1Cc1cc(Cl)ccc1-2 | 2.1% | i | 1.0
CCCN(CC(=O)Nc1ccccc1C)C(=O)CCNC(=O)c1ccccc1Cl | 0.8%[50 µM] | i | 1.4
CC(=O)c1ccccc1NC(=O)COC(=O)/C=C/c1ccc(OC(F)F)cc1 | 0.7%[50 µM] | i | 0.7
CN1CCN(S(=O)(=O)c2cccc(C(=O)Nc3sccc3C(N)=O)c2)CC1 | 0.8%[50 µM] | i | 0.7
CCCc1cc(=O)[nH]c(SCC(=O)N(CC)c2c(N)n(Cc3ccccc3)c(=O)[nH]c2=O)n1 | 0.5%[50 µM] | i | 0.0
COc1ccccc1C(C)NC(=O)c1ccc(NC(=O)CC2SC(N3CCCC3)=NC2=O)cc1 (stereo unspecified) | 0.2%[50 µM] | i | 1.1
CC[C@@H](C)[C@@H]1CN([C@@H](CN2CCC[C@H]2CN2C(N)=NC[C@@H]2Cc2ccccc2)C(C)C)C(=N)N1CCCC1CCCC1 | i | i | 4.2
COc1ccc(NC(=O)CN(C)C(=O)Cc2ccc(S(=O)(=O)N3CCOCC3)s2)cc1 | 0.0%[50 µM] | i | 1.6
COc1ccc(CN2CCN(C(=O)c3cc(C4CC4)nn3-c3ccccc3)CC2)cc1F | 0.5%[50 µM] | i | 0.4
CN1C(=O)N(CC(=O)N2CCN(S(=O)(=O)/C=C/c3ccccc3)CC2)C(=O)C12CCCCC2 | 0.8%[50 µM] | i | 0.1
CCOc1ccc(C(=O)N(CC)CC(=O)Nc2ccc3c(c2)OCCO3)cc1 | 0.3%[50 µM] | i | 1.0
CCCCCC[C@@H]([C@@H](C)O)n1cnc2c(N)ncnc21 | 3.2% | i | 2.2
CCN(CC(=O)Nc1c(F)cccc1F)C(=O)CCNS(=O)(=O)c1ccccc1C(F)(F)F | 1.2%[50 µM] | i | 1.7
Cc1cc(C)c(S(=O)(=O)c2cccc(Cl)c2)c(=O)[nH]1 | 0.2% | i | 0.3
Cc1[nH]c(=S)[nH]c(=O)c1Cc1c(O)ccc2ccccc12 | -2.9% | i | 1.4
CCSc1nnc(SCC(=O)NC2CCCCC2)s1 | 0.7%[50 µM] | i | 0.3
COc1ccc(OCc2cn(CC(=O)c3ccc(O)cc3)nn2)cc1 | 0.3% | i | 0.2

2 entries from above, set out differently:
| Molecule | UTI89 phage lysis | Myeloid diff 2 | Myeloid diff 2 GFP+ MAC1+ % |
| --- | --- | --- | --- |
| Cc1cc(C)c(S(=O)(=O)c2cccc(Cl)c2)c(=O)[nH]1 | 0.2% | i | 0.3 |
| COc1ccc(CN2CCN(C(=O)c3cc(C4CC4)nn3-c3ccccc3)CC2)cc1F | 0.5%[50 µM] | i | 0.4 |

Continuation:
SMILES | UTI89 phage lysis | Myeloid diff 2 | Myeloid diff 2 GFP+ MAC1+ %
COc1ccc(OC)c(NC(=O)COC(=O)CN2C(=O)NC3(CCCC3)C2=O)c1 | 0.6%[50 µM] | i | 0.3
CCOC(=O)[C@H]1[C@H]2COc3ccc(Br)cc3[C@@H]2N2C(=O)c3ccc(Cl)cc3NC(=O)[C@@]12C | 2.0% | i | 2.0
CC(=O)c1c(C)[nH]c(C(=O)OCC(=O)Nc2c(C)n(C)n(-c3ccccc3)c2=O)c1C | 1.4%[50 µM] | i | 0.3
O=C(Nc1ccc(F)cc1)c1ccc(CN2CCc3ccccc3C2)cc1 | -0.8% | i | 1.1
COc1ccc(Cl)c2sc(N(CCN(C)C)C(=O)CCS(=O)(=O)c3ccc(C)cc3)nc12 | 0.6%[50 µM] | i | 0.3
Cc1cc(C)cc(COc2ccc3c(C)c(CC(=O)O)c(=O)oc3c2C)c1 | 0.2% | i | 1.0
COc1cc(-c2ccc3oc(-c4ccsc4)cc(=O)c3c2)cc(OC)c1OC | 0.2% | i | 0.9
Cn1c(=S)sc2ccc3ccccc3c21 | 2.9% | i | 0.4
C[C@H]1CC[C@]2(O[C@@H](CCO)C[C@@H](O)[C@@H]2O)O1 | -0.4% | i | 4.5
OCC[C@H]1C[C@H](O)[C@@H](O)[C@]2(CCCO2)O1 | 1.1% | i | 3.0
O=C(c1ccc(Cl)cc1)N1CCN(c2ncccn2)CC1 | 0.2% | i | 0.2
CC1CCN(CCCCOc2ccccc2F)CC1 | 0.0% | i | 0.2
Cc1cn(CC(=O)NCCCc2ccccc2)c(=O)[nH]c1=O | -0.2% | i | 0.8
O=c1cc(-c2ccc(O)cc2)oc2cc(O)cc(O)c12 | -1.2% | i | 1.7
CCCCCC(CC(=O)NO)C(=O)NC(C(=O)N1CCCC1CO)C(C)C (stereo unspecified) | -15% | i | 2.1
CCCCCN(C(=O)CCC(=O)OCC(=O)c1ccc(F)c(F)c1)c1c(N)n(CCCC)c(=O)[nH]c1=O | 0.9%[50 µM] | i | 1.1
NC(=O)c1ccccc1Nc1nc(NCCO)nc(N2CCCC2)n1 | -0.8% | i | 1.6
COc1ccc(-c2csc(-n3cccn3)n2)cc1 | 0.0% | i | 0.2
O=C(Nc1cc2c3c(c1)CC(=O)N3CCC2)c1ccc(F)cc1 | 0.5%[50 µM] | i | 0.6
Cn1c(CNC(=O)c2ccco2)nnc1SCC(=O)Nc1ccc(Cl)cc1 | 1.5%[50 µM] | i | 2.3
CCC(CC)NC(=O)CN1CCN(S(=O)(=O)c2cccs2)CC1 | 1.3%[50 µM] | i | 0.7
Cc1ccc(C)c(NC(=O)CSc2ccc(S(=O)(=O)N3CCCC3)cn2)c1 | 0.1%[50 µM] | i | 0.4
C[C@H](CCC(=O)O)[C@H]1CC[C@H]2[C@@H]3CC[C@@H]4C[C@H](O)CC[C@]4(C)[C@H]3CC[C@]12C | 4.6% | i | 2.7
ON=C1c2ccccc2-c2ccc(F)cc21 | -0.6% | i | 0.4
COc1ccc(S(=O)(=O)Nc2cccc3c2O[C@H](CN(C)C(=O)NC(C)C)[C@@H](C)CN([C@H](C)CO)C3=O)cc1 | -2.1% | i | 2.5
COc1ccc(CN(C)C(=O)C2CCN(S(=O)(=O)c3cccs3)CC2)cc1F | 0.9%[50 µM] | i | 0.9
CCC(=O)c1ccc(OCC(=O)Nc2ccc(S(=O)(=O)Nc3cc(C)nc(C)n3)cc2)cc1 | 2.6% | i | 0.7
O=C(Nc1ccccc1)Nc1ccccc1 | -4.8% | i | 3.0
CC(C)(C)c1ccccc1NC(=O)COC(=O)CN1C(=O)NC2(CCCC2)C1=O | 1.4%[50 µM] | i | 1.0
CN(CC(=O)Nc1ccc2c(c1)OCCO2)CC(=O)Nc1ccc(F)c(F)c1F | -5.1% | i | 0.7
C/C(=N\O)C(C)/[N+]([O-])=C/c1nc(C)c(C)n1O (stereo unspecified) | 0.0% | i | 2.0
CCN(CC(=O)Nc1c(F)cccc1F)C(=O)/C=C/c1ccc2ccccc2n1 | -1.6% | i | 1.6
CCOc1ccc(Br)cc1S(=O)(=O)NCC(c1ccc(OC)cc1)N1CCOCC1 (stereo unspecified) | 0.8%[50 µM] | i | 1.2
Cc1ccc(NC(=O)c2cc3ccccc3o2)nc1 | 1.3%[50 µM] | i | 0.4
CSCCC(NS(=O)(=O)c1ccc(C)cc1)C(=O)N1CCCCCCC1 (stereo unspecified) | 0.2%[50 µM] | i | 0.5
CC1(C)c2[nH]c3ccccc3c2C[C@@H]2C(=O)N(Cc3ccco3)C(=O)N21 | -0.1% | i | 1.1
CCCn1c(CCNc2nc(-c3cccc(Br)c3)cs2)nc2ccccc21 | 1.4% | i | 0.8
O[C@@H]1CN(C2CCN(Cc3ccccc3)CC2)CC[C@H]1N1CCCCCC1 | -1.4% | i | 1.1
CCc1ccccc1NC(=O)CNC(=O)c1cn(Cc2ccccc2)nc1-c1cccnc1 | 0.4%[50 µM] | i | 0.3
COc1ccc(NC(=O)CS(=O)(=O)c2ccccc2)cc1 | 0.2% | i | 0.7
Cc1nc(SCc2nc3c(C)cccc3[nH]2)c2oc3ccccc3c2n1 | 0.0% | i | 0.5
CCN(C(=O)CSc1nnc(-c2cccc(Cl)c2)n1N)c1c(N)n(Cc2ccccc2)c(=O)[nH]c1=O | 3.5%[50 µM] | i | 1.0
COC(=O)c1ccc(NCc2c(O)ccc(O)c2Br)cc1Cl | -3.8% | i | 0.4
Cc1cc(Br)ccc1NC(=O)CNC(=O)c1cnn(C)c1 | 1.2%[50 µM] | i | 0.6
Cc1cccc(NC(=O)c2nc[nH]c2C(=O)NCCN(CCNC(=O)c2[nH]cnc2C(=O)Nc2cccc(C)c2)CCNC(=O)c2[nH]cnc2C(=O)Nc2cccc(C)c2)c1 | 0.2% | i | 2.5
Fc1ccccc1-c1nc(-c2ccncc2)no1 | -0.9% | i | 0.3
